Screening results (PubChem BioAssay)
GPR7 antagonist: blocks human GPR7 receptor signaling; P48145; GPR7-expressing cells, fluorescence antagonist assay; inhibition, % at 4.4 µM; 290,000 compounds, 1.1% hits; AID 1861; in the data active = inhibition above about 16%, passing the limit was not always enough;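 also: cells stimulated with the agonist NPW; 0% = agonist with vehicle and 100% = vehicle without agonist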
Target sequence (P48145 whole entry, looked up): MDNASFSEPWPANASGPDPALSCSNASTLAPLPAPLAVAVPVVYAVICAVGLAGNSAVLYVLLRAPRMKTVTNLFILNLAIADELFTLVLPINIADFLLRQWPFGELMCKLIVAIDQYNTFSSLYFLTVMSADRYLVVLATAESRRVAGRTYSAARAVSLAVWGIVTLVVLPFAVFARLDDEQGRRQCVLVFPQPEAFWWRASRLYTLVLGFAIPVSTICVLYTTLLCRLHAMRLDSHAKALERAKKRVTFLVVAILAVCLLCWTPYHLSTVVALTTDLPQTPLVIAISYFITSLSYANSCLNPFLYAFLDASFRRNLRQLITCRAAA
CHO-K1 Ca antag: nonselective inhibitor or artifact in parental CHO-K1 cells; ATP-induced calcium, Fluo-8 fluorescence; inhibition, % at 3 µM; 360,000 compounds, 0.6% hits; AID 602250;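 active = inhibition above a per-plate cutoff, the plate's mean sample inhibition plus 3 SD, cut at about 24% in these data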;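 also: 0% = DMSO plus EC80 ATP and 100% = DMSO alone without ATP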
CHO-K1 Ca PAM: M1 PAM counterscreen hit in parental CHO-K1 cells | ATP EC20, Fluo-8 calcium fluorescence; 0% at ATP EC20, 100% at ATP max | activation, % at 3 µM | 360,000 compounds, 0.02% hits | AID 602247;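 active = activation above the run cutoff, the mean activation of all test compounds plus 3 SD, cut at about 40% in these data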;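 also: peak over basal fluorescence ratio in a 140 s read after ATP addition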
TAAR1 antag: human TAAR1 antagonism; 360,000 compounds, 1.5% hits; AID 624466; inhibition, % at 3 µM; CHO RD-HGA16 TAAR1, Fluo-8 calcium fluorescence, antagonist; Q96RJ0;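 active = inhibition above a per-plate cutoff, the mean inhibition of test compounds on that plate plus 3 SD, cut at about 49% in these data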;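 also: 0% = DMSO plus EC80 beta-PEA response and 100% = DMSO alone without agonist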
Target sequence (Q96RJ0 whole entry, looked up): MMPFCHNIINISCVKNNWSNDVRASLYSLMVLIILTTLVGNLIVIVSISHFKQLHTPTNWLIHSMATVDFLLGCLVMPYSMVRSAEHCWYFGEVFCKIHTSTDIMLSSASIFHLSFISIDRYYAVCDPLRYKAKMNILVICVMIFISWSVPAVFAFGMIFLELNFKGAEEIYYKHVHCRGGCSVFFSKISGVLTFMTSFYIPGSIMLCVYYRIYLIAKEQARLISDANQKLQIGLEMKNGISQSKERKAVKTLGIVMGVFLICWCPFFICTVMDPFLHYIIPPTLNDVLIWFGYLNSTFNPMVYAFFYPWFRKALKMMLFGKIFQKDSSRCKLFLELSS
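test system = CHO RD-HGA16 cells bearing hTAAR1 | replication = singlicate | controls = DMSO-only wells and EC80 β-PEA-stimulated wells | reagent = EC80 β-phenethylamine stimulus | read-out basis = percent inhibition of PEA-evoked calcium signal, max/basal emission ratio | schedule = seeding 17-24 h prior, 75-min 37 °C, 30-min RT dye loading | signal = kinetic Fluo-8 calcium fluorescence measurement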
OXTR agonist: human OXTR agonism. P30559. CHO-OTR cells, Fluo-8 calcium fluorescence; normalized: DMSO 0%, oxytocin 100%. activation, % at 3 µM. 320,000 compounds, 0.32% hits. AID 2435;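 active = activation above the mean of all tested compounds plus 3 SD, cutoff set per screening run, cut at about 20% in these data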;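 also: peak over basal fluorescence ratio from a 100 s FLIPR kinetic read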
Target sequence (P30559 whole entry, looked up): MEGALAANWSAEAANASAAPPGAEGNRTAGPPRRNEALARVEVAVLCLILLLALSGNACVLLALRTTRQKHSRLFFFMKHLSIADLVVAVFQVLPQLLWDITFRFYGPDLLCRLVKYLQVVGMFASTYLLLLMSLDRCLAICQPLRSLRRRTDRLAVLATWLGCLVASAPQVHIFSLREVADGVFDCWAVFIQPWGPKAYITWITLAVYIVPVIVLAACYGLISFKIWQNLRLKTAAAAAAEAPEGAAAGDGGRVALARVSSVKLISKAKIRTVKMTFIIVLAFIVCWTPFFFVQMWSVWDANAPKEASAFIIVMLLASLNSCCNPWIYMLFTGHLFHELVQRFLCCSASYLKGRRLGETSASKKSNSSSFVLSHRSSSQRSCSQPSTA
V1aR counter: V1a receptor agonism, counter-screen for OXTR agonists; P37288; CHO-V1R cells, Fluo-8 calcium fluorescence, agonist mode; 0% DMSO, 100% 3 nM vasopressin; activation, % at 3 µM; 320,000 compounds, 0.25% hits;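 active = activation above the mean activation of all tested compounds plus 3 SD, per screening run, cut at about 20% in these data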;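 also: signal is peak over basal fluorescence ratio across a 100 second FLIPR read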
CHO parental Ca: counter-screen for OX1R antagonists: effect in parental CHO cells | parental CHO-K1, ATP-induced calcium, Fluo-8 fluorescence | inhibition, % at 5.6 µM | 330,000 compounds, 0.63% hits | AID 463079;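 active = inhibition above that plate's mean sample inhibition plus 3 SD, cut at about 26% in these data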;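 also: 0% = ATP-challenged DMSO wells and 100% = DMSO wells without ATP; some compounds past the cut are filed as inactive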
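Test system: untransfected parental CHO cell line. Compound: one dose, 5.6 µM nominal. Detection: intracellular calcium via Fluo-8 no-wash fluorescent dye. Measure: % inhibition. Benchmarks: ATP-challenged DMSO wells low, unchallenged DMSO wells high.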
OXTR potentiate: human OXTR potentiation. AID 2445. P30559. 320,000 compounds, 0.061% hits. CHO-OTR cells, Fluo-8 calcium fluorescence, potentiator mode; 0% = oxytocin EC15, 100% = EC100. activation, % at 3 µM;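 active = activation above that plate's cutoff, the mean activation of tested compounds plus 3 SD, cut at about 6.6% in these data, passing the limit was not always enough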;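 also: 100% uses oxytocin at 75 nM as the full agonist control; some results filed as inactive read as strong as hits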
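Material: CHO-OTR cells, human receptor; compound dosing: single dose, 3.0 µM nominal final compound concentration; schedule: 6 min compound pre-incubation at room temperature, 100 s kinetic read; measured by: kinetic Fluo-8 calcium fluorescence; read-out basis: % activation vs EC15 and EC100 oxytocin; controls: EC15 oxytocin alone as 0%, 75 nM oxytocin as 100%; replicates: singlicate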
CHO-K1 Ca ag: counter-screen for M1 agonists: effect in parental CHO-K1 cells. Fluo-8 calcium fluorescence; scaled to maximal ATP response, vehicle zero. activation, % at 3 µM. 360,000 compounds, 0.48% hits. AID 602248; in the data active = activation above about 15%;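 also: untransfected CHO-K1 host cells lacking M1 receptor as counterscreen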
* = called active by the depositor; . = not tested or not shown.

nr | canonical_smiles | GPR7 antagonist | CHO-K1 Ca antag | CHO-K1 Ca PAM | TAAR1 antag | OXTR agonist | V1aR counter | CHO parental Ca | OXTR potentiate | CHO-K1 Ca ag
1 | O=C(OCc1ccccc1Cl)C1CC(=O)N(Cc2ccco2)C1 (stereo unspecified) | . | 1 | -7 | -44 | 0.1 | -0.6 | -9 | -9 | 1.0
2 | O=[N+]([O-])c1ccc(C=CC=Cc2ccccc2)cc1 | . | -6 | 10 | -14 | . | . | . | . | 0.8
3 | COc1ccc(NC(=O)C2CCCN2C(=O)Nc2ccccc2)cc1OC (stereo unspecified) | -13 | -3 | -2 | -8 | -0.3 | -0.9 | 1 | -17 | 0.0
4 | Cc1nc(C(=O)NNC(=O)Nc2ccc(Cl)cc2)cs1 | -13 | -16 | 18 | -16 | -1.2 | 0.3 | 10 | -3 | 0.6
5 | COC(=O)NC1CCC(CC2CCC(NC(=O)OC)CC2)CC1 (stereo unspecified) | -10 | 0 | 1 | -2 | 6.2 | 6.0 | -9 | -18 | 0.6
6 | Cc1ccc(C2CC2c2n[nH]c(=S)n2-c2ccc(Cl)cc2)cc1 (stereo unspecified) | -7 | -15 | 22 | 12 | -0.3 | -1.3 | 86* | -7 | 1.0
7 | COc1cccc(OCCOc2ccccc2OC(C)C)c1 | -5 | -10 | 9 | 10 | -2.5 | -0.9 | 1 | -10 | -0.1
8 | Cc1cc(N2CCC(C(=O)NCC3CC3)CC2)nc(-c2ccccc2)n1 | 1 | 10 | 4 | 2 | -0.5 | 0.0 | -22 | -8 | 0.3
9 | Cc1cc(=O)oc2ccc(OCC(=O)NCc3ccco3)cc12 | 4 | -2 | 11 | 9 | 2.4 | 0.1 | -3 | 9 | 0.3
10 | Cc1nn(-c2ccc(Cl)nn2)c(=O)c2ccccc12 | -5 | -8 | 2 | -6 | -0.5 | 0.1 | 4 | -19 | 1.1
11 | CC(C)[C@H](NC(=O)OC(C)(C)C)C(=O)NCC1CCC(C(=O)N[C@@H](Cc2ccccc2)C(=O)O)CC1 (stereo partly specified) | -10 | -9 | -7 | -21 | 1.8 | 0.2 | -2 | -3 | 0.9
12 | Cc1ccc(CC2C(=O)N(c3ccccc3)C(=O)C2C)cc1 (stereo unspecified) | -19 | -2 | 15 | -1 | -1.0 | 0.3 | -16 | 1 | 0.3
13 | COc1ccc(C(=O)N/N=C/c2ccc(OC)c(COc3ccc(F)cc3)c2)cc1 | -21 | -11 | -6 | 38 | 0.0 | 0.5 | -1 | -8 | 4.2
14 | COc1nccnc1NS(=O)(=O)c1ccc(NS(=O)(=O)c2ccc(NC(C)=O)cc2)cc1 | 5 | -17 | 8 | 0 | -0.7 | 0.3 | -6 | -16 | -0.3
15 | COc1ccccc1CNC(=O)c1ccc(-c2ccccc2)cc1 | 2 | -2 | 8 | 9 | -1.9 | 0.2 | 1 | -12 | 0.4
16 | NS(=O)(=O)c1cccc2c1c([N+](=O)[O-])cc1nc(O)c(O)nc12 | . | -14 | 27 | -21 | -0.3 | 0.9 | -9 | -8 | 0.8
17 | CCN(C(=O)COC(=O)c1ccc(Cl)c(N)c1)C1CCS(=O)(=O)C1 (stereo unspecified) | -13 | -9 | 4 | -23 | 0.4 | 0.3 | -2 | -2 | 0.0
18 | CCCSC1=C(C#N)C(c2ccccc2C)CC(=O)N1 (stereo unspecified) | 12 | . | . | 6 | 1.1 | 0.4 | -6 | -4 | .
19 | CC(C)C[C@H]1CNC(=S)N1C[C@H]1CCCN1C[C@H](Cc1ccc(O)cc1)N1C[C@H](CC(C)C)N(CC2CCCCCC2)C1=S | . | 6 | 17 | -31 | . | . | . | . | 0.5
20 | CCc1ccc(N(C(=O)Cn2nnc(-c3ccccc3)n2)C(C(=O)NC2CCCCC2)c2ccccn2)cc1 (stereo unspecified) | 8 | -1 | 24 | -21 | -0.5 | 0.2 | -11 | -2 | 0.0
21 | COCC(C)n1c(C)cc(C(=O)COC(=O)c2c(C)nn(-c3ccccc3)c2C)c1C (stereo unspecified) | -6 | -21 | 23 | -6 | -2.4 | -1.4 | -21 | -11 | 1.1
22 | COc1ccc(S(=O)(=O)N(C)CC(=O)Nc2ccc(C(F)(F)F)cc2)cc1Cl | 3 | 0 | 8 | -18 | -0.6 | 2.7 | 32* | -4 | 4.9
23 | CCN(c1ccccc1)S(=O)(=O)c1ccc(C(=O)N(C)CCc2ccc(OC)c(OC)c2)cc1 | -13 | -4 | -9 | 13 | 5.6 | 2.4 | -24 | -8 | 2.8
24 | CCN(CC)P(=O)(/C(Cl)=C\Nc1c(C)n(C)n(-c2ccccc2)c1=O)N(CC)CC | -9 | -10 | 18 | -11 | 3.3 | -0.1 | -7 | 5 | -0.1

25. CC1CC(C)CN(c2ncc3c(n2)CC(c2ccc(Cl)cc2)CC3=O)C1 (stereo unspecified)
26. Clc1ccc(-c2cc(CN3CCOCC3)no2)cc1
27. C/C=C/C=C\C(=O)Nc1cccc(C2=NOC3(C2)C[C@@H](C(N)=O)N(C(=O)c2cc([N+](=O)[O-])cc([N+](=O)[O-])c2C)C3)c1 (stereo partly specified)
28. O=C(COC(=O)c1ccc(S(=O)(=O)N2CCOCC2)cc1)NC1CCCC1
29. CCN1CCN(C(=O)c2nn(-c3ccc(C)cc3)c(=O)c3c2c2ccccc2n3C)CC1
30. CN(C)C(=O)CSc1nnc(-c2ccco2)n1-c1ccccc1
31. CC(=O)Nc1cccc(NC(=O)/C=C/c2ccc(S(=O)(=O)N3CCOCC3)cc2)c1
32. CN1CCN(CC(=O)Nc2ccccc2[N+](=O)[O-])CC1

| Compound | 25 | 26 | 27 | 28 | 29 | 30 | 31 | 32 |
| --- | --- | --- | --- | --- | --- | --- | --- | --- |
| GPR7 antagonist | -8 | -13 | . | 6 | 6 | . | . | -12 |
| CHO-K1 Ca antag | 4 | -13 | -18 | -4 | -5 | -4 | -19 | -3 |
| CHO-K1 Ca PAM | -2 | -1 | 11 | 16 | 18 | 16 | 8 | -4 |
| TAAR1 antag | -8 | -12 | 10 | 0 | 7 | 8 | 2 | -29 |
| OXTR agonist | 1.1 | 1.9 | 0.0 | 0.1 | -0.4 | . | 0.8 | 1.1 |
| V1aR counter | 0.7 | 5.5 | -0.6 | 1.2 | 1.5 | . | 2.4 | 6.5 |
| CHO parental Ca | -12 | -6 | -2 | 1 | -11 | . | -19 | 3 |
| OXTR potentiate | -9 | 3 | 0 | -5 | -13 | . | -2 | -2 |
| CHO-K1 Ca ag | -0.1 | 2.4 | 0.6 | 0.6 | 1.4 | 0.7 | 3.1 | 0.0 |

In the list so far, 3 have a furan ring, fused or not.
1. O=C(OCc1ccccc1Cl)C1CC(=O)N(Cc2ccco2)C1 (stereo unspecified)
9. Cc1cc(=O)oc2ccc(OCC(=O)NCc3ccco3)cc12
30. CN(C)C(=O)CSc1nnc(-c2ccco2)n1-c1ccccc1

| Compound | 1 | 9 | 30 |
| --- | --- | --- | --- |
| GPR7 antagonist | . | 4 | . |
| CHO-K1 Ca antag | 1 | -2 | -4 |
| CHO-K1 Ca PAM | -7 | 11 | 16 |
| TAAR1 antag | -44 | 9 | 8 |
| OXTR agonist | 0.1 | 2.4 | . |
| V1aR counter | -0.6 | 0.1 | . |
| CHO parental Ca | -9 | -3 | . |
| OXTR potentiate | -9 | 9 | . |
| CHO-K1 Ca ag | 1.0 | 0.3 | 0.7 |

Additional entries follow:
33. CCCc1[nH]nc2c1C(C1CC=CCC1)C(C#N)=C(N)O2 (stereo unspecified)
34. CCCCC(=O)N(Cc1ccc(F)cc1)C1CCS(=O)(=O)C1 (stereo unspecified)
35. NC(=O)CSc1nnc(Cc2cccs2)n1C1CCCCC1
36. CCC(=O)Nc1ccc(NC(=O)c2ccccn2)cn1
37. CCN(CC(=O)Nc1c(F)cccc1F)C(=O)c1nn(C)c(=O)c2ccccc12
38. O=C(CCNC(=O)c1ccco1)Nc1nc(-c2ccccc2)cs1
39. COc1ccc(S(=O)(=O)Nc2ccc3cn[nH]c3c2)cc1[N+](=O)[O-]
40. COc1ccc(Nc2nc3ccccc3c(=O)[nH]2)cc1

| Compound | 33 | 34 | 35 | 36 | 37 | 38 | 39 | 40 |
| --- | --- | --- | --- | --- | --- | --- | --- | --- |
| GPR7 antagonist | -12 | -12 | -15 | -10 | . | . | . | -21 |
| CHO-K1 Ca antag | 0 | -7 | 3 | -9 | -14 | 9 | -6 | -3 |
| CHO-K1 Ca PAM | 8 | 4 | 10 | 12 | 16 | -15 | 6 | -6 |
| TAAR1 antag | 2 | -7 | 2 | 22 | -2 | 16 | 15 | 0 |
| OXTR agonist | -1.8 | 0.1 | -0.3 | 1.2 | 0.3 | 3.2 | 0.6 | 0.3 |
| V1aR counter | -0.5 | -1.5 | 0.2 | 0.5 | 0.4 | 2.6 | 0.0 | 1.7 |
| CHO parental Ca | -7 | -27 | -4 | -5 | -13 | -14 | -8 | -2 |
| OXTR potentiate | 0 | 9 | -5 | 0 | 0 | 0 | -4 | -12 |
| CHO-K1 Ca ag | 1.5 | 0.7 | 0.7 | 1.1 | 0.5 | 2.8 | 1.4 | 0.8 |

41. O=[N+]([O-])c1cc([N+](=O)[O-])c(Oc2cccc3c2CCCC3)cc1NN1CCCCC1
42. C[C@@H]1CCCCO[C@H](CN(C)S(=O)(=O)c2cccs2)[C@H](C)CN([C@@H](C)CO)C(=O)c2cc(NC(=O)NC3CCCCC3)ccc2O1
43. O=C(CSCc1cccc(Br)c1)N=Nc1c(O)[nH]c2ccccc12
44. Cc1cc(C)c(S(=O)(=O)Nc2ccc3c(c2)CCC3)c(C)c1
45. CC(C)(C)OC(=O)C[C@H]1C/C=C\C[C@@H](CC(=O)N[C@H](CO)Cc2ccccc2)C(=O)NC[C@H](c2ccccc2)OC1=O
46. CCOC(=O)C1(CC2CCCCO2)CCN(C(=O)Nc2ccccc2CC)CC1 (stereo unspecified)
47. Nc1cc(C(=O)OCC(=O)c2ccc(CC(=O)N3CCOCC3)s2)ccc1Cl

| Compound | 41 | 42 | 43 | 44 | 45 | 46 | 47 |
| --- | --- | --- | --- | --- | --- | --- | --- |
| GPR7 antagonist | . | . | -7 | -26 | . | -10 | . |
| CHO-K1 Ca antag | -19 | -11 | -2 | -16 | -3 | 0 | -18 |
| CHO-K1 Ca PAM | 12 | 20 | 9 | 18 | -15 | 8 | 22 |
| TAAR1 antag | -10 | -11 | 12 | 21 | 20 | 6 | 6 |
| OXTR agonist | . | . | -2.1 | -2.7 | 1.1 | -0.5 | 3.6 |
| V1aR counter | . | . | -0.8 | -0.8 | 1.9 | 0.3 | 3.2 |
| CHO parental Ca | . | . | -16 | -22 | -19 | -11 | -3 |
| OXTR potentiate | . | . | -10 | -12 | 5 | -1 | -11 |
| CHO-K1 Ca ag | 0.8 | 0.4 | 0.6 | 0.9 | -0.3 | 0.2 | 4.3 |

No enrichment for hits; overall some 3.5% were active at least once.
